Source: PubChem (Sanford-Burnham Center for Chemical Genomics)
TAG inh = reduces triacylglycerol accumulation in H9c2 cells; inhibition, % at 12.5 µM; Nile Red lipid (TAG) fluorescence; cells loaded with 200 µM oleic acid; AID 651582; hit rate 0.66% among 230,000;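 active = pattern-corrected inhibition of lipid staining of at least 50% with the nuclear-stain viability signal not falling by more than 50%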;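 note: 0% = DMSO wells and 100% = triacsin C control wells; some results filed as inactive read as strong as hits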
TAG inh DAPI viability = second read-out of TAG inh, no call of its own (marks repeat the call); DAPI nuclei signal change (viability), lower = more cytotoxic, %;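 whole-well DAPI fluorescence read on a plate reader as a viability signal; minus 50 percent equals half of cells still viable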
An asterisk follows results filed as active. An excerpt; count on the stated rates, not on these rows.

| mol | TAG inh | TAG inh DAPI viability |
| --- | --- | --- |
| O=C(OCCOCCOC(=O)Oc1ccccc1)Oc1ccccc1 | -11 | 3 |
| COc1cc(NC(=O)c2ccc(F)cc2)ccc1NC(=O)c1cc2ccccc2o1 | 9 | 49 |
| CN(C)S(=O)(=O)N1CCC(n2nccc2NC(=O)CCc2ccccc2)CC1 | -19 | 1 |
| O=C(COC(=O)C1CC2C=CC1C2)NCCc1ccccc1 (stereo unspecified) | 11 | -5 |
| COP(=O)(CC(=O)c1ccccc1)CC(=O)c1ccccc1 | 3 | -8 |
| O=C(CN1CCc2ccccc21)NN1CC(=O)N(c2ccc(Cl)cc2)CC1=O | 3 | -5 |
| COc1ccccc1CNC(=O)C1=CCN(S(=O)(=O)c2ccc(C)cc2)CC1 | -2 | -5 |
| CCN(CC(=O)Nc1ccc(NC(C)=O)cc1)C(=O)/C=C/c1ccc2c(c1)OCO2 | -4 | 6 |
| CC(C)(C)c1ccc(C(=O)Nc2sc3c(c2C(=O)O)CCC3)cc1 | 19 | -7 |
| CC1(C)C(=O)Nc2ccccc2N1C(=O)COC(=O)c1ccc([N+](=O)[O-])o1 | 45 | -27 |
| COc1ccccc1N/N=C(\C#N)C(=N)N1CCOCC1 | 11 | -9 |
| COc1ccccc1NC(=O)CSc1nncs1 | -1 | 6 |
| N/C(=N\OC(=O)/C=C/c1ccccc1Cl)c1ccccn1 | -9 | -9 |
| CCOc1cccc(CN2CCC(n3nccc3NC(=O)C3CCCC3)CC2)c1 | 3 | 11 |
| C=CCN(CC=C)S(=O)(=O)c1ccc(NC(=S)NC(=O)/C=C/c2cccc3ccccc23)cc1 | -3 | 2 |
| COc1ccc(-c2cc3nc(NCCN4CCCC4)n(C)c(=O)c3s2)cc1OC | 40 | 37 |
| CCOC(=O)c1c(-c2cccc([N+](=O)[O-])c2)cn2ccccc12 | 12 | -8 |
| CCc1nc2ccc(C(=O)N3CCN(C(=O)c4ccco4)CC3)cn2c1N(C)Cc1ccc(OC)cc1 | 13 | -18 |
| O=C(c1ccc([N+](=O)[O-])cc1)n1nc(-c2ccccc2)nc1NCc1ccccc1 | -16 | 3 |
| COc1ccccc1N=Cc1nc(-c2ccccc2)oc1OC(C)=O | 18 | 4 |
| O=C1C(Nc2ccccc2)=CC(c2ccc(O)cc2)N1c1ccccc1 (stereo unspecified) | 6 | -2 |
| COc1cc(-c2cc(C(=O)Nc3ccc(S(=O)(=O)Nc4ncccn4)cc3)c3ccccc3n2)cc(OC)c1OC | 0 | -5 |
| O=c1c2ccccc2c2c(O)nc(-c3ccccc3)n2n1Cc1ccccc1 | 17 | -5 |
| C/C(=N/NC(N)=S)c1ccccc1[N+](=O)[O-] | -7 | -1 |
| COc1ccc(CN2CCC(CO)(Cc3ccccc3C(F)(F)F)CC2)c(F)c1 | -5 | 8 |
| CN(C(=O)CS(=O)(=O)c1cn(CC(=O)N2CCOCC2)c2ccccc12)c1ccccc1 | 3 | -4 |
| COC(=O)C1=C(C)NC(=O)CC1c1cc2c(cc1Br)OCO2 (stereo unspecified) | -29 | -6 |
| O=C(NCC(c1cccs1)N1CCOCC1)c1cc(Cl)ccc1[N+](=O)[O-] (stereo unspecified) | 4 | -7 |
| Cc1ccccc1C(=O)N1CCN(c2ccc(NC(=S)NC(=O)c3cccs3)cc2)CC1 | 14 | -2 |
| CS(=O)(=O)N(CC(=O)O)c1ccc2c(c1)OCO2 | -8 | 2 |

In the list so far, these have a Cl atom:
| mol | TAG inh | TAG inh DAPI viability |
| --- | --- | --- |
| O=C(CN1CCc2ccccc21)NN1CC(=O)N(c2ccc(Cl)cc2)CC1=O | 3 | -5 |
| N/C(=N\OC(=O)/C=C/c1ccccc1Cl)c1ccccn1 | -9 | -9 |
| O=C(NCC(c1cccs1)N1CCOCC1)c1cc(Cl)ccc1[N+](=O)[O-] (stereo unspecified) | 4 | -7 |

The listing picks up, starting 2 compounds before the break.
| mol | TAG inh | TAG inh DAPI viability |
| --- | --- | --- |
| Cc1ccccc1C(=O)N1CCN(c2ccc(NC(=S)NC(=O)c3cccs3)cc2)CC1 | 14 | -2 |
| CS(=O)(=O)N(CC(=O)O)c1ccc2c(c1)OCO2 | -8 | 2 |
| O=C(COc1ccc2ccccc2c1Br)N1CCCC1 | 6 | -2 |
| N#CCNC(=O)c1cccn1-c1ncc(C(F)(F)F)cc1Cl | 1 | -6 |
| Cc1nn(-c2ccccc2)c(N2CCCC2)c1/C=N/NC(=S)Nc1ccccc1F | -3 | -3 |
| COc1ccc(Cl)cc1NC(=O)COC(=O)c1ccc(Br)o1 | 3 | -6 |
| COc1cc(OC)cc(C(=O)OCC(=O)NC2CCCCCCC2)c1 | -4 | -1 |
| CN(C)CCCNc1oc(-c2cccc(Cl)c2)nc1C#N | 12 | 89 |
| O=C(NC1CCCc2ccccc21)c1ccc2c(c1)OCO2 (stereo unspecified) | -12 | -2 |
| Cc1cccc(C(=O)NNC(=O)c2ccco2)c1 | 6 | -15 |
| O=C(Nc1ccccc1)C(=O)Nc1ccc2c(c1)N(C(=O)C1CC1)CCC2 | 1 | -16 |
| Cc1ccc(C2CC(c3ccccc3C)n3nc(N)nc3N2)cc1 (stereo unspecified) | 13 | -2 |
| CC(C)(C)c1ccc(S(=O)(=O)NC(=O)C2(C)CCN2C(=O)c2cccc3ccccc23)cc1 (stereo unspecified) | 10 | -3 |
| COc1ccc(S(=O)(=O)N2CCOCC2)cc1NC(=O)CN1CCCC1 | -8 | 1 |
| CCOC(=O)c1c(C)nc2c(c1-c1ccc(OC)cc1)C(=O)CC(C)(C)C2 | 0 | -3 |
| Cc1ccc(Cl)c(OCC(=O)OC(C)C(=O)NC2CC2)c1 (stereo unspecified) | -5 | -2 |
| CN(C(=O)CSc1nc2[nH]ncc2c(=O)[nH]1)c1ccccc1 | -17 | 3 |
| Cc1c(S(=O)(=O)c2ccccn2)c(N)n(Cc2ccccc2Cl)c1C | 0 | 3 |
| COc1ccc(-n2cc(CNCCc3nc(C)cc(C)n3)c(-c3ccccc3Cl)n2)cc1 | 13 | 45 |
| Cn1nccc1C(=O)Nc1ccc2c(c1)OCO2 | -13 | 4 |
| Cc1ccc(NC(=O)CN(C)C(=O)CSc2nnnn2C)cc1 | 15 | -1 |
| CCOC(=O)C(C)n1cnc2sc(C)c(C)c2c1=O (stereo unspecified) | -22 | 9 |
| COc1cccc(C(=O)NNC2=C(C(=O)C(F)(F)F)CCC2)c1 | 4 | -5 |
| COc1cccc(NC(=O)c2ccccc2F)c1 | -18 | 2 |
| O=C(CCS(=O)(=O)c1ccc(Cl)cc1)N1CCN(c2ccc(F)cc2)CC1 | -14 | 8 |
| O=C(NNC(=O)C1CC=CCC1C(=O)O)c1cccs1 (stereo unspecified) | -3 | 5 |
| CCOc1ccc(N(Cc2cc3cc(C)ccc3[nH]c2=O)S(=O)(=O)c2ccccc2)cc1 | -34 | 0 |
| CN(CC(=O)Nc1ccc(F)cc1)C(=O)c1ccc(OCc2ccccc2)cc1 | -23 | -9 |
| CCOc1ccc(C2=NNC(c3cccs3)=Nc3ccc(OC)cc32)cc1OCC | 33 | -1 |
| O=C(CCC1COc2ccccc2O1)Nc1ncccc1O (stereo unspecified) | 5 | -3 |
| Cc1[nH]c(=O)[nH]c(=O)c1/C=N/NC(=O)[C@@H](NC(=O)OC(C)(C)C)C(C)C | 23 | -21 |
| COc1ccc(C2(CNC(C)=O)CCCC2)cc1OC | -5 | 5 |

Ordered by SMILES length (highest first): some entries from above.
| mol | TAG inh | TAG inh DAPI viability |
| --- | --- | --- |
| Cc1[nH]c(=O)[nH]c(=O)c1/C=N/NC(=O)[C@@H](NC(=O)OC(C)(C)C)C(C)C | 23 | -21 |
| O=C(NCC(c1cccs1)N1CCOCC1)c1cc(Cl)ccc1[N+](=O)[O-] (stereo unspecified) | 4 | -7 |
| COc1ccc(S(=O)(=O)N2CCOCC2)cc1NC(=O)CN1CCCC1 | -8 | 1 |

(cont.)
| mol | TAG inh | TAG inh DAPI viability |
| --- | --- | --- |
| Nc1ccc(S(=O)(=O)NC2=NCCCCC2)cc1N | -7 | 5 |
| COc1ccc(/C=C/c2cc[n+](C(=O)Cc3ccccc3)cc2)cc1 | -5 | 9 |
| C/C(=N\NC(=S)NCc1ccccc1)c1ccc2c(c1)OCCO2 | -1 | -4 |
| COc1ccc(O)c(C(=O)c2cc(C#N)c(=O)n(CCN3CCOCC3)c2)c1 | -10 | 12 |
| CN(C)CCCN(C(=O)C1=COCCO1)c1nc2ccc(Br)cc2s1 | 19 | 5 |
| O=C(COc1ccccc1/C=C1\SC(=S)NC1=O)Nc1ccc(F)cc1 | -6 | 4 |
| CCCCn1c(N)c(N(CCC(C)C)C(=O)C2CC(=O)N(CCc3ccc(OC)c(OC)c3)C2)c(=O)[nH]c1=O (stereo unspecified) | 5 | -5 |
| CC(OC(=O)C1CCN(c2ccc(C(F)(F)F)cn2)CC1)C(=O)Nc1ccc(S(N)(=O)=O)cc1 (stereo unspecified) | 23 | -7 |
| CCOc1ccc2c(C)nc(NC3=NC(C)(C)C=C(C)N3)nc2c1 | 0 | 16 |
| Cc1ccc(/C=C2\SC(=S)N(c3cccnc3)C2=O)cc1 | 2 | -5 |
| Cc1nn(-c2ccccc2)c(C)c1NC(=O)COc1ccc([N+](=O)[O-])cc1 | -5 | -6 |
| C=CCN(c1ccccc1)S(=O)(=O)c1cccc(C(=O)NC2CCC(O)CC2)c1 (stereo unspecified) | -10 | -3 |
| CC(=O)OCC(=O)C1CCC2C3CCC4=CC(=O)C=CC4(C)C3CCC12C (stereo unspecified) | 17 | 9 |
| CC1(C)CC(=O)C(CC(=O)Nc2cc(C(F)(F)F)ccc2Cl)C(=O)C1 | -6 | 11 |
| O=C(O)c1ccc(S(=O)(=O)c2ccc3c(c2)C(=O)N(c2ccc(O)cc2)C3=O)cc1 | 0 | 1 |
| O=C(CN(Cc1ccccc1)C(=O)c1ccco1)NCc1ccc(F)cc1 | 5 | 7 |
| Cc1ccc(OCc2nnc(N)s2)cc1C | 8 | -2 |
| Cc1ccc(S(=O)(=O)n2nc(C)c(C#N)c2N)cc1 | -15 | 1 |
| CCOC(=O)C1CCN(C(c2ccccn2)c2c(C)[nH]c3ccccc23)CC1 (stereo unspecified) | 4 | -4 |
| Cc1ccc(S(=O)(=O)N2CCCN(C(=O)CNC(=O)c3cccc(C)c3)CC2)cc1 | 4 | -10 |
| COc1ccc(Nc2nc(N)nc(CSc3nnc(C)s3)n2)cc1 | 8 | -1 |
| Cc1nnc(NS(=O)(=O)c2ccc(F)cc2)s1 | -15 | 6 |
| CCOC(=O)C1=C(C)Nc2ccccc2N/C1=N\S(=O)(=O)c1cc(C(=O)O)ccc1Cl | 1 | 5 |
| O=C(C1CCCN1C(=O)c1cccs1)N1CCN(S(=O)(=O)c2ccc(F)cc2)CC1 (stereo unspecified) | 5 | -4 |
| O=C1/C(=C/c2cccnc2)SC(=S)N1N1CCOCC1 | 6 | -7 |
| CC1CN(c2snnc2C=C2C(=O)OC(C)(C)OC2=O)CC(C)O1 (stereo unspecified) | -4 | 9 |
| COc1ccc(S(=O)(=O)N(C)C)cc1NC(=O)COC(=O)c1nn(C)c(=O)c2ccccc12 | 1 | 12 |
| Cc1occc1-c1nnc(SCC(=O)N2c3ccccc3CCc3ccccc32)n1C | 5 | -21 |
| Cc1cc(C)c(OCCN(C)C)c(Cl)c1 | 3 | 0 |
| COc1ccc([C@H]2C[C@@H](n3cc(COC(=O)c4ccccc4)nn3)[C@H](O)CN2C(=O)c2cccs2)cc1 | -10 | 12 |

(more compounds)
| mol | TAG inh | TAG inh DAPI viability |
| --- | --- | --- |
| O=c1ccncn1C1OC(CO)C(O)C1O (stereo unspecified) | -17 | 7 |
| N/C(=N\OC(=O)CCCc1ccccc1)c1ccc(Br)cc1 | -14 | 9 |
| O=C(Cc1noc2ccccc12)NNC(=S)Nc1ccc(Cl)cc1 | -8 | 3 |
| Cc1ccc(-c2cc(C(=O)Nc3c(C)n(C)n(-c4ccccc4)c3=O)c3ccccc3n2)cc1 | 1 | -9 |
| COc1ccc(CCNC(=O)CN(c2cc([N+](=O)[O-])ccc2OC)S(C)(=O)=O)cc1OC | 16 | -11 |
| C/C(CCC1CC(C)OC1=O)=N\NC(N)=O (stereo unspecified) | 6 | -3 |
| COc1ccccc1CC(=O)O/N=C(\N)c1ccccn1 | -5 | -4 |
| N#Cc1c(NC(=O)CSc2ccccn2)oc(-c2ccccc2)c1-c1ccccc1 | 0 | -1 |
| COc1cccc(-c2cc3c(=O)n(-c4ccccc4)c(=S)[nH]c3s2)c1 | -11 | 0 |
| Cc1ccc(S(=O)(=O)C2(C(=O)Nc3cccnc3)CC2)cc1 | 2 | 6 |
| COc1cc(CNC2CCCC2)cc(Br)c1OCC(=O)Nc1ccccc1C | 19 | -3 |
| COc1ccc(CNC(=S)Nc2ccccc2C)cc1 | -6 | 0 |
| C/C(=N\NC(=S)NCCc1ccccc1)c1ccc(C)cc1 | -9 | -8 |
| CC1(OC(=O)c2ccc(Cl)nc2)C(=O)C=C2C=C3CCCN3C=C2C1=O (stereo unspecified) | 0 | 1 |
| C/C(=N\n1cnnc1)c1ccc(C#N)cc1 | 15 | -4 |
| Cc1cc(C)c(O)c(-c2cc(C(=O)Nc3cccnc3)[nH]n2)c1 | 12 | -1 |
| CCOC(=O)Nc1cccc(OCC(=O)Nc2ccccc2OCC)c1 | -18 | 11 |
| COc1ccccc1C(NC(=O)C1CCN(CCc2ccc(Br)cc2)CC1)c1ccccn1 (stereo unspecified) | 6 | 5 |
| CC(C)COc1cccc(C(=O)N(C)CC(=O)Nc2cccc3ccccc23)c1 | 5 | 3 |
| COc1ccccc1CCNC(=O)C(=O)NCC1OCCN1S(=O)(=O)c1ccccc1 (stereo unspecified) | 1 | -14 |

Complete entries, quoted from the list. Values in the order: TAG inh, TAG inh DAPI viability
COc1cccc(-c2cc3c(=O)n(-c4ccccc4)c(=S)[nH]c3s2)c1 across the screens: -11, 0
C/C(CCC1CC(C)OC1=O)=N\NC(N)=O (stereo unspecified) across the screens: 6, -3
N/C(=N\OC(=O)CCCc1ccccc1)c1ccc(Br)cc1 across the screens: -14, 9
